Assay outcomes from PubChem.
sEH inh: blocks human soluble epoxide hydrolase activity; 91,000 tested, 0.34% active; P34913; recombinant human sEH enzymatic activity assay; inhibition, % at 2 µM; in the data active means inhibition above about 80%; further: values of inactives mirror those of a sister screen read the other way; many of its hits are not listed in these tables
Target sequence (P34913 whole entry, looked up): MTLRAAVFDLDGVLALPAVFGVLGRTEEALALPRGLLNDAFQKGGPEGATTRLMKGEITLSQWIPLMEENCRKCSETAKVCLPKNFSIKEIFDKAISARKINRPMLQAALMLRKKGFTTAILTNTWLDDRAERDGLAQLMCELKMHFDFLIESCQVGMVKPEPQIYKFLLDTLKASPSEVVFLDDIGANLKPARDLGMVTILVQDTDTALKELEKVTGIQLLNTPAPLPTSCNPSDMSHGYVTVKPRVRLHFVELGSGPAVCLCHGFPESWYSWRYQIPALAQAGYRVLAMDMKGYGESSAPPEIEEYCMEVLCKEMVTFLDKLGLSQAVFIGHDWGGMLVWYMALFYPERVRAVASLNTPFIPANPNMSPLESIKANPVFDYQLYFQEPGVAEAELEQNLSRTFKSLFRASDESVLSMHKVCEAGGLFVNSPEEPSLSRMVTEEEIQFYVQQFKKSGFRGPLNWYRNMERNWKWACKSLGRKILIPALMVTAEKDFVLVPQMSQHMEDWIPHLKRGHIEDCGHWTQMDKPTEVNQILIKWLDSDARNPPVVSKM
IL1B cytotox: toxic to HUVEC cells under IL-1B stimulation | AID 845 | cell count reduction, % at 2 µM | HUVEC cell count loss, Hoechst imaging, IL-1B stimulated | 94,000 tested, 0.41% active;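 active means cell count reduction more than 3 SD above the screen-wide mean, cut at about 70% in these data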;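 further: normalized per plate to untreated control cells as the no-loss baseline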
PLK1 kinase inh: blocks human PLK1 kinase activity. P53350. recombinant PLK1 kinase, TR-FRET peptide phosphorylation. inhibition, % at 10 µM. 97,000 tested, 0.53% active. AID 619;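 active means inhibition of 50% or more in the single-concentration screen; inactive means inhibition below 50%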;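 further: 0% = DMSO max control and 100% = H-89 dihydrochloride min control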
TNFa cytotox: HUVEC cytotoxicity counter-screen, TNF alpha stimulated | HUVEC TNFalpha-stimulated, Hoechst cell count, imaging | cell count reduction, % at 2 µM | 93,000 tested, 0.17% active | AID 848;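 active means cell count reduction exceeding the screen mean by over 5 SD, scaled to untreated wells per plate, cut at about 78% in these data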;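 further: cells counted after 24 h of TNF alpha exposure following the 1 h pretreatment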
E coli WT exp: growth inhibitors of E. coli BW25113 wild type | OD600 absorbance | 98,000 tested, 0.15% active | growth inhibition, % at 100 µM | AID 710;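 active means growth inhibition above about 50% at one test dose, limit read from the data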;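 further: growth measured after 20 h incubation at 37 °C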
Plk1 PBD FP: inhibitors of human Plk1 polo box domain binding; P53350; Plk1 PBD phosphopeptide binding, fluorescence polarization; inhibition, %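 (tested at about 20 µM)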; 97,000 tested, 0.13% active; AID 693; in the data active means inhibition above about 34%, passing the limit was not always enough
hDAT+cocaine: changed human dopamine transporter uptake under cocaine IC80. LLC-PK1 hDAT cells, [14C]-dopamine uptake with cocaine IC80; actives deviate in either direction. B-score at 10 µM. 110,000 tested, 1.3% active;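 active means Z score or B-score, a plate-position-corrected score, falls beyond the plate's 99.7% confidence bounds, in either direction; inactive means both scores lie inside the 99.7% bounds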;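 further: scored against the spread of the other compound wells on the same plate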
VCAM1 TNFa inh: reduces TNF alpha induced VCAM1 expression in HUVEC | HUVEC TNFa-induced VCAM-1 immunofluorescence, high-content imaging | inhibition, % at 2 µM | 95,000 tested, 0.48% active | AID 802;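 active means inhibition above the batch mean plus 3 SD, with images confirmed as a hit by eye, cut at about 37% in these data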;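 further: 0% = TNF-stimulated DMSO wells and 100% = unstimulated control wells; not every result past the cut was called active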
F-actin modifier: modifiers of cytoskeleton assembly; HUVEC TNFa F-actin phalloidin imaging, high content; inhibition, % at 2 µM; 91,000 tested, 0.18% active; AID 836;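 active means inhibition above the batch mean plus 3 SD and confirmed as a hit by visual image inspection, cut at about 30% in these data, passing the limit was not always enough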; further: strong numbers were not always called active
The depositor's hits bear a star; / = no result given.

SMILES	sEH inh	IL1B cytotox	PLK1 kinase inh	TNFa cytotox	E coli WT exp	Plk1 PBD FP	hDAT+cocaine	VCAM1 TNFa inh	F-actin modifier
Cc1cccc(Nc2nc(-c3ccccn3)cs2)n1	2	-3	2	2	37	-15	0.85	0	-47
CC1(C(=O)NC2CCCCC2)CCC(=O)N1Cc1cccnc1 (stereo unspecified)	9	-13	-5	-8	-5	-6	-1.7	10	2
CC(=O)n1c2ccccc2c2ccccc21	24	-26	-4	-3	3	-26	0.031	-8	15
CCCOc1c(OC)cccc1C1CC(=O)Nc2cc3c(cc21)OCO3 (stereo unspecified)	10	-6	0	-18	4	4	0.69	8	-6
NC(N)=N/N=C/c1ccc(OCc2ccc(Cl)cc2Cl)cc1	0	-126	-5	-33	97*	5	0.33	-14	8
Cc1csc(SCc2ccc(C(=O)O)cc2)n1	19	-1	-8	3	-1	20	-0.69	-16	-6
CC(C)CCNC(=O)C(c1ccncc1)N(Cc1cccs1)C(=O)Cn1nnc(-c2ccc(F)cc2)n1 (stereo unspecified)	15	-25	-11	-31	/	7	0.59	7	-13
CC(=O)Nc1cccc(-c2nnc3n2CC(C)S3)c1 (stereo unspecified)	-4	-5	1	/	10	-7	0.25	-30	3
O=C(Nc1cccc(Cl)c1)N(CCCN1CCOCC1)Cc1ccccc1F	14	/	-17	/	40	11	1.1	/	/
CN(C)CC(=O)N1c2ccccc2CCc2ccc(NC(=O)c3ccc(N)cc3)cc21	0	-13	-7	-3	-1	8	0.43	12	2
CC(=O)OC1CC(C)N(C(=O)c2ccccc2)c2ccc(C)cc21 (stereo unspecified)	-1	-6	-3	-22	10	-16	0.12	6	35
Nn1c(SCC(=O)N2CCOCC2)nnc1-c1ccco1	2	-8	-12	-1	4	3	-0.09	9	10
Cc1ccccc1CSc1nnc(-c2ccccn2)n1N	-1	-36	3	-23	1	3	-0.39	17	-12
CCOC(=O)c1ccccc1NC(=O)c1ccccc1NS(C)(=O)=O	3	-16	-6	-12	-1	-5	0.69	8	-17
O=C(Cc1cccs1)Nc1nc(-c2ccc(F)cc2F)cs1	2	12	6	7	-1	-18	0.89	3	4
CC(C)CC(=O)Nc1ccc(OCC(=O)O)cc1	/	/	-12	-2	-7	-12	-0.7	9	5
O=C(c1ccccc1)c1cccc(NC(=O)C2CC2)c1	-8	13	-6	2	-1	0	1.5	-6	-1
Cc1ccc(S(=O)(=O)N(C)CC(=O)OCc2nnc(-c3ccccc3)o2)cc1	-18	2	-5	-14	5	-5	0.001	-4	-6
COc1cc(CNCCO)cc(Br)c1OCc1cccs1	-12	16	-13	5	7	23	0.47	-6	2
Cc1ccc(C(C(=O)NCCc2ccccc2)N(C(=O)c2csnn2)C2CC2)o1 (stereo unspecified)	-23	2	-13	23	-2	16	-0.87	-6	-1
CCn1c(SCC(=O)Nc2nccs2)nnc1-c1ccc(S(=O)(=O)N2CCCCCC2)cc1	0	-4	4	-9	-5	1	-0.85	-5	16
COc1cc(C(=O)CSc2nnc(-c3ccc(O)cc3)n2CC2CCCO2)ccc1NC(C)=O (stereo unspecified)	8	6	2	/	2	3	0.46	/	-9
COC(=O)c1[nH]c2cc(OC)ccc2c1NC(=O)CN1CCN(c2cccc(C)c2)C(C)C1 (stereo unspecified)	/	-35	-6	-12	-4	-8	1.2	-40	-13
COC(=O)CSc1nnc(C)n1-c1cccc(OC)c1	10	4	-15	-18	-11	-27	0.74	6	13
Cc1ccc(S(=O)(=O)Nc2ccc(NC(=O)CN3CCCCC3)cc2)cc1	-11	22	-15	-1	23	6	0.42	13	-21
Remaining list, next part
SMILES	sEH inh	IL1B cytotox	PLK1 kinase inh	TNFa cytotox	E coli WT exp	Plk1 PBD FP	hDAT+cocaine	VCAM1 TNFa inh	F-actin modifier
CCc1c(C)nc2ncnn2c1Nc1ccc(C#N)c(Cl)c1	7	-40	8	2	-2	15	0.98	7	-23
O=C1CC(N2CCN(c3cccc(C(F)(F)F)c3)CC2)C(=O)N1c1ccccc1 (stereo unspecified)	-2	-4	2	6	0	-31	-1.2	-4	-13
CC(C)CNS(=O)(=O)c1ccc(S(=O)(=O)NC2CCOC(C)(C)C2)cc1 (stereo unspecified)	0	-21	4	-22	/	2	0.45	0	-6
Cc1ccc2oc(=O)c3cnn(CC(=O)NCCCOC(C)C)c3c2c1	-14	3	-11	-14	-2	12	-0.021	-9	-2
CCS(=O)(=O)n1nc(-c2ccc(OC)cc2)nc1SC	4	-13	6	0	8	6	-1.4	5	-8
c1ccc(Nc2cccc(Nc3ccccc3)n2)cc1	-1	12	-4	-19	-10	-3	0.28	18	14
O=C(Nc1ccccc1Oc1ccccc1)c1ccc(Br)o1	-6	-88	2	-38	-1	-12	-0.43	-3	-8
O=C(O)c1cc(NCc2ccc3c(c2)OCO3)ccc1N1CCOCC1	8	-24	-3	-16	1	0	-0.096	2	1
Cn1c(=O)c2c(nc(SCc3nn[nH]n3)n2Cc2ccccc2F)n(C)c1=O	5	-31	-6	/	5	5	0.069	/	/
CCOCCCN(C(=O)c1ccco1)C(C(=O)NC1CCCC1)c1cccc(OC)c1OC (stereo unspecified)	-6	6	-9	-27	-6	-9	-0.35	0	2
CN(NS(=O)(=O)c1ccccc1)c1nc2ccccc2nc1C(F)(F)F	-1	16	-10	-20	3	0	-1	8	-18
O=c1[nH]c(=O)n(C2CCCCCC2)c(O)c1C=NCc1ccc(F)cc1	6	10	-4	0	-10	19	0.11	-6	-18
CC1=CC(C)(C)N(S(=O)(=O)c2ccc(C)cc2)c2ccccc21	-3	14	-2	5	-10	-8	-0.88	15	/
CCc1noc(C)c1C(=O)Nc1nc(-c2ccc(Cl)cc2Cl)c(C)s1	-16	-12	-16	-9	-3	-17	-0.029	22	10
Cc1cccc(S(=O)(=O)N2CN(Cc3ccco3)c3nc4ccccc4nc32)c1	15	-2	10	-6	-16	-18	0.47	-6	37
Cc1c(NC(=O)CSc2nnc(-c3cccc(Cl)c3)o2)c(=O)n(-c2ccccc2)n1C	5	13	-5	/	5	2	0.83	/	/
Cc1nnc(NC(=O)c2ccccc2Br)s1	-1	-31	-25	-28	-4	-6	1.3	-3	/
Cc1ccc(C2CC(c3cccs3)=NN2C(=O)CSC2=NN3CCCC(=O)N=C3S2)cc1 (stereo unspecified)	-9	7	-1	-22	-14	-25	1.1	7	6
CCOc1ccc(NC(=O)CN2CCN(S(=O)(=O)c3ccc(Cl)cc3)CC2)cc1	9	-29	-11	-32	-5	7	-0.012	-5	23
COc1ncnc2c1NC1=C(S2)C(=NCCC(=O)O)CC(C)(C)C1	7	-9	-17	1	9	1	-0.81	17	/
Cc1ccc(Nc2nc(Nc3ccc(C)cc3)nc(SC3=NCCS3)n2)cc1	-3	-6	-7	-22	-23	4	/	-16	3
CC(=O)c1c(C)[nH]c(C(=O)OCC(=O)NCCc2ccc(Cl)cc2)c1C	12	9	-2	-20	6	-13	-0.81	-12	18
COc1cccc(CNC(=O)c2ccccc2N)c1	3	9	-14	9	8	8	-1.4	4	-21
CC(SC1CCCC1)C(=O)Nc1ccnn1C(C)C (stereo unspecified)	-9	-10	3	-47	-2	-41	0.69	0	-6
Cn1c(C(=O)OC(C(=O)NCc2ccco2)c2ccncc2)cc2sccc21 (stereo unspecified)	6	-10	-6	-6	4	-2	0.013	0	-6
(more compounds)
SMILES	sEH inh	IL1B cytotox	PLK1 kinase inh	TNFa cytotox	E coli WT exp	Plk1 PBD FP	hDAT+cocaine	VCAM1 TNFa inh	F-actin modifier
CC(C)(C)c1cc[n+](/C(C(=S)NC2CC2)=C(/[O-])c2ccc(Cl)s2)cc1	-4	-8	-14	-24	-11	-54	0.018	15	9
Cc1ccc(C2c3c(oc4ccc(Cl)cc4c3=O)C(=O)N2CCCN2CCOCC2)o1 (stereo unspecified)	-6	-20	-21	-5	2	22	0.27	6	2
CC(=O)c1cccc(NC(=O)NCc2ccco2)c1	1	-17	-7	-30	12	-12	1.5	10	4
CC(C)NS(=O)(=O)c1ccc(NC(=O)CCc2ccccc2)cc1	-8	51	-13	-15	1	1	-0.51	9	0
Cc1ccc(-c2cc(C#N)c(=O)n(Cc3c(Cl)cccc3Cl)c2)cc1	-1	-16	-34	-11	-11	-7	0.079	8	-2
CCN(CC)c1ccc(C(=O)OCC(=O)NCC2CCCO2)cc1 (stereo unspecified)	0	1	-5	-10	3	1	0.49	10	9
O[C@@H](CNC[C@H](O)c1ccccc1)c1ccccc1	6	-28	-10	-5	/	10	-1.1	-2	-4
COC(=O)C1(CCSC)NC(c2ccccc2OC)C2C(=O)N(C)C(=O)C21 (stereo unspecified)	/	-5	-8	1	1	7	0.12	10	-11
Brc1ccc(-c2nc(-c3ccncc3)no2)o1	1	-1	-15	/	9	16	-0.22	-20	7

Entries from the list above containing two or more sulfur atoms (8):
SMILES	sEH inh	IL1B cytotox	PLK1 kinase inh	TNFa cytotox	E coli WT exp	Plk1 PBD FP	hDAT+cocaine	VCAM1 TNFa inh	F-actin modifier
Cc1csc(SCc2ccc(C(=O)O)cc2)n1	19	-1	-8	3	-1	20	-0.69	-16	-6
O=C(Cc1cccs1)Nc1nc(-c2ccc(F)cc2F)cs1	2	12	6	7	-1	-18	0.89	3	4
CCn1c(SCC(=O)Nc2nccs2)nnc1-c1ccc(S(=O)(=O)N2CCCCCC2)cc1	0	-4	4	-9	-5	1	-0.85	-5	16
CC(C)CNS(=O)(=O)c1ccc(S(=O)(=O)NC2CCOC(C)(C)C2)cc1 (stereo unspecified)	0	-21	4	-22	/	2	0.45	0	-6
CCS(=O)(=O)n1nc(-c2ccc(OC)cc2)nc1SC	4	-13	6	0	8	6	-1.4	5	-8
Cc1ccc(C2CC(c3cccs3)=NN2C(=O)CSC2=NN3CCCC(=O)N=C3S2)cc1 (stereo unspecified)	-9	7	-1	-22	-14	-25	1.1	7	6
Cc1ccc(Nc2nc(Nc3ccc(C)cc3)nc(SC3=NCCS3)n2)cc1	-3	-6	-7	-22	-23	4	/	-16	3
CC(C)(C)c1cc[n+](/C(C(=S)NC2CC2)=C(/[O-])c2ccc(Cl)s2)cc1	-4	-8	-14	-24	-11	-54	0.018	15	9
